NR5A2 inv ag: LRH-1 (NR5A2) inverse agonists, primary screen, cell-based, luminescence, HEK293T, StAR-luciferase reporter. hit rate 0.13% among 360,000. inhibition, % at 3.6 µM. LRH-1 transfected, 24 h;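 active = inhibition above the mean inhibition of all tested compounds plus 3 SD, cut at about 73% in these data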;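 note: 0% = DMSO wells and 100% = reporter-only cells lacking LRH-1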
Shn3 inh set2: reduction of Shn3 3'UTR firefly luciferase signal, primary screen, Schnurri-3 inhibitor project, cell-based, Clone20 osteoblasts, set 2; Clone20 osteoblast Shn3 3'UTR firefly luciferase, 24 h; inhibition, % at 12.5 µM; hit rate 0.52% among 360,000; AID 588674, 2011;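 active = mean inhibition of at least 75% with every replicate also reaching 75%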;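 note: 0% = median of neutral control wells and 100% = pilot-screen positive control compound; some compounds past the cut are filed as inactive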
TWEAK-Fn14 inh: inhibitors of TWEAK-Fn14 signaling, primary screen, luciferase reporter cells, uHTS; TWEAK-stimulated Fn14 reporter cells, luciferase luminescence, 8 h; AID 1159606, 2016; hit rate 2% among 360,000; inhibition, % at 10 µM; in the data active = inhibition above about 50%
NR2F2 inh: NR2F2 transcriptional activity inhibitors, primary screen, cell-based, luciferase reporter, HEK293T, luminescence; HEK293T NGFI-A luciferase reporter; COUP transcription factor 2 (Homo sapiens), P24468; hit rate 0.7% among 370,000; inhibition, % at 8.6 µM;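 active = inhibition above a per-plate cutoff, mean inhibition of test wells between control levels plus 3 SD, cut at about 38% in these data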;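 note: cells cotransfected with COUP-TFII expression vector driving the NGFI-A reporter; 0% = median of COUP-TF2 test wells and 100% = reporter-only cells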
NCOA1 inh: SRC1 coactivator transcriptional activity inhibitors, primary screen, cell-based, luminescence; Nuclear receptor coactivator 1 (Homo sapiens), Q15788; HEK293 GAL4-SRC1 luciferase reporter; inhibition, % at 3.6 µM; hit rate 0.12% among 360,000; AID 588354, 2011;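 active = inhibition above the campaign mean plus 3 SD, with each screening campaign given its own cutoff, cut at about 60% in these data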;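 note: 0% = DMSO treated cells and 100% = gossypol at 36 µM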
Target sequence (Q15788 whole entry, looked up, the tested form may be a part): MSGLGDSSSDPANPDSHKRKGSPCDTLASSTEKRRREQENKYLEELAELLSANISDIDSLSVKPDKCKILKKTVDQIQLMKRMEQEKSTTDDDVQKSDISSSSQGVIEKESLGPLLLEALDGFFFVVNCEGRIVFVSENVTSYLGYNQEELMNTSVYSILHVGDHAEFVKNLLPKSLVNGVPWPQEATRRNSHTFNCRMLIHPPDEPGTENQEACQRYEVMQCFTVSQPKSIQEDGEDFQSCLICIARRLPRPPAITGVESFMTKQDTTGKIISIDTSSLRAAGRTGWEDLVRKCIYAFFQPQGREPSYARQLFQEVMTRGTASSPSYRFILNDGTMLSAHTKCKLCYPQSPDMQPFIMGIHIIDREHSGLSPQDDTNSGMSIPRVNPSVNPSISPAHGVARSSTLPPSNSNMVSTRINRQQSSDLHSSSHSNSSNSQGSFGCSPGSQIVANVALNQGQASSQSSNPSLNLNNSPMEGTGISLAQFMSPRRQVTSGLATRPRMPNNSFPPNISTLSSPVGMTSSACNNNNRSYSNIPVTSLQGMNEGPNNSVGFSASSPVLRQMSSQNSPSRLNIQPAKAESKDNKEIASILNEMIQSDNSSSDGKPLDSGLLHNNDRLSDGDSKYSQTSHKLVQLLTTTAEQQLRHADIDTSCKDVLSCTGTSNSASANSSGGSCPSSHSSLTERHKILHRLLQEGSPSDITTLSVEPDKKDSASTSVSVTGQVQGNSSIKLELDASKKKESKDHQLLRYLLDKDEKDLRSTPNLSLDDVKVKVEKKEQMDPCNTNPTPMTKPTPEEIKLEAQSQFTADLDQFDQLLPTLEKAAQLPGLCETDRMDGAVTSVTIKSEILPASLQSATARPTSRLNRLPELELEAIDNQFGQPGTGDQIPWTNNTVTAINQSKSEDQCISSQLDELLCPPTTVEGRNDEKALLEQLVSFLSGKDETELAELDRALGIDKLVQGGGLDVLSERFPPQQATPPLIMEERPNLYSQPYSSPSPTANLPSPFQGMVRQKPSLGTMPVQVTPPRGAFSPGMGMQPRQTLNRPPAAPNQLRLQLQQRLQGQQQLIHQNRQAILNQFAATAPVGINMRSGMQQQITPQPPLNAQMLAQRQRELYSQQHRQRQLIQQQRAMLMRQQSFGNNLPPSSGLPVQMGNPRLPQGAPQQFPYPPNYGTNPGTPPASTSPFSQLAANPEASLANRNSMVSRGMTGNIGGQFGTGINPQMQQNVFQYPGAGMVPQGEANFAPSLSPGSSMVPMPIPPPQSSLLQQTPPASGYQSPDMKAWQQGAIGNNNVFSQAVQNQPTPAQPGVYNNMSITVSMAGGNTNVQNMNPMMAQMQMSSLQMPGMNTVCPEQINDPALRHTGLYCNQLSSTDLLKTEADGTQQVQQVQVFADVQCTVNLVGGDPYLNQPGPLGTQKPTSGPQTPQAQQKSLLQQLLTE
LMP1 NFkB inh: EBV LMP1-driven NF-kappaB luciferase reporter inhibitors, primary screen, cell-based, luminescence, single point; AID 504558, 2011; inhibition, % at 12.5 µM; hit rate 0.69% among 350,000; LMP1-induced NF-kappaB luciferase reporter cells; in the data active = inhibition above about 41%;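 note: 0% = neutral control wells and 100% = reference inhibitor control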
KKLEB tox: cytotoxicity in KKLEB CF airway cells, primary screen, cytotoxicity control for CF NF-kB inhibitor project, cell-based, uHTS, fluorescence assay plates. hit rate 0.36% among 360,000. activity change (cytotoxicity), % at 5 µM. KKLEB CF airway cells viability, ATPlite luminescence, overnight; stronger effect = lower value; cells stimulated with P. aeruginosa culture filtrate. AID 602141, 2011;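 active = corrected activity change at or below -50% at 5 µM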
TRAIL sens C8: viability loss with TRAIL in NB7+C8 cells, primary screen, TRAIL sensitizer project, cell-based, ATPlite luminescence. hit rate 1% among 360,000. AID 624354, 2012. inhibition (viability loss, TRAIL sensitization), % at 10 µM;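 active = compounds causing at least 50% loss of cell viability in the single-dose screen, relative to plate controls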
TROY NFkB inh: inhibitors of TROY-driven NF-kB signaling, primary screen, Q293 LMP1-TROYcd cells, NF-kB luciferase, uHTS; Q293 LMP1-TROYcd NF-kB luciferase reporter, 4 h; inhibition, % at 10 µM; hit rate 0.98% among 360,000; AID 1347056, 2019;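 active = compounds whose plate-normalised and pattern-corrected inhibition of the luciferase reporter signal at the single screening dose is 50% or more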
NCOA3 inh: SRC3 coactivator transcriptional activity inhibitors, primary screen, cell-based, luminescence | Nuclear receptor coactivator 3 (Homo sapiens), Q9Y6Q9 | HEK293 GAL4-SRC3 luciferase reporter | inhibition, % at 3.6 µM | hit rate 0.17% among 360,000;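 active = inhibition above a per-campaign cutoff, the mean of all compounds plus 3 SD, cut at about 60% in these data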;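 note: 0% = DMSO-treated cells and 100% = gossypol-treated cells at 36 µM; higher means less SRC3-driven luciferase light from the GAL4 reporter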
CF NFkB block: inhibitors of PAF-induced NF-kB signaling, primary screen, cell-based, GFP fluorescence, uHTS | hit rate 0.86% among 360,000 | AID 588850, 2011 | KKLEB NF-kB-GFP reporter, GFP fluorescence overnight | inhibition, % at 5 µM;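 active = at least 50% inhibition at 5 µM, scaled per plate between neutral and stimulator controls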;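 note: PAF is a Pseudomonas aeruginosa culture filtrate used as stimulus; plate controls were PAF-stimulated DMSO wells for no effect and unstimulated DMSO wells for full effect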
The depositor's hits bear a star; . = not tested or not shown.

Each structure is followed by: NR5A2 inv ag	Shn3 inh set2	TWEAK-Fn14 inh	NR2F2 inh	NCOA1 inh	LMP1 NFkB inh	KKLEB tox	TRAIL sens C8	TROY NFkB inh	NCOA3 inh	CF NFkB block
- COc1cc(/C=N/NC(=O)c2cc(-c3ccccc3)nc3ccccc23)cc(OC)c1O
    6	3	-10	13	8	0	1	1	13	-2	-12
- O=C(Cn1nnc(-c2ccccc2)n1)N/N=C/c1cccc([N+](=O)[O-])c1O
    4	-22	-9	1	-12	-2	5	5	11	-1	-30
- Cc1ccc2c(CC(=O)N3CCOCC3)coc2c1
    -10	3	18	-5	-63	-2	-4	2	-13	12	1
- CCN(CC)CCNC(=O)c1c(O)c2cccc3c2n(c1=O)CCC3
    -24	-15	-45	7	-17	-11	4	0	-27	-7	-14
- CN(C(=O)CSc1nc(C2CC2)nc2ccccc12)c1nc(-c2ccccc2)cs1
    10	-13	20	1	-6	5	-26	3	11	-14	27
- CC(C)(C)NC(=O)Cn1c(=O)n(CC(=O)NC(C)(C)C)c2ccccc21
    4	0	7	3	-10	-8	8	12	6	-2	-12
- CCC(=O)Nc1ccc(C(=O)N/N=C/c2cc(Br)c(OC)cc2OC)cc1
    7	9	4	-8	-5	5	-9	-8	-10	7	15
- COc1ccc(-c2noc(COc3ccc4c(c3)OCO4)n2)cc1
    -31	-4	-22	13	-11	-7	17	9	-17	-10	-13
- O=C(c1ccc(COc2ccccc2Br)o1)N1CCCCCC1
    -21	38	-9	-3	-44	-14	-8	-8	-7	-9	16
- COc1cc(/C=N/N2CCN(Cc3ccc(C)cc3)CC2)cc(OC)c1O
    21	-13	12	-2	-3	-1	-14	1	1	-3	-8
- COC(=O)N(NC(=O)C(O)(c1ccccc1)c1ccccc1)c1ccccc1
    21	-10	-15	-1	-3	-2	5	2	17	18	-48
- CC(C)CC(=O)Nc1ccc2c(c1)nc(CCN1CCOCC1)n2C
    -2	-18	-10	-8	4	5	-3	-6	-31	3	-10
- CCNc1ccc(C(=O)NN=C2CCCC2)cc1[N+](=O)[O-]
    6	19	-1	-6	-5	3	-2	-4	19	11	-18
- O=[N+]([O-])C(C1CCS(=O)(=O)C1)C1CCS(=O)(=O)C1 (stereo not drawn)
    16	-18	5	-16	12	-2	2	8	4	-2	-6
- COc1ccc(CN2C(=O)c3cccc4cccc2c34)cc1F
    6	15	0	-19	-12	-9	-2	-8	12	3	22
- Cc1c(C(=O)Nc2cccc(F)c2)cnn1-c1ccccc1
    -143	-45	0	-41	-117	-42	-11	24	-45	-100	3
- Cc1ccc(CSc2nc3ccccc3c(=O)[nH]2)cc1
    -20	-41	-16	-32	2	-8	-5	8	-42	-4	1
- Cc1ccc(C(=O)NC2CCCc3ccccc32)cc1[N+](=O)[O-] (stereo not drawn)
    4	7	-6	19	3	-4	2	28	-16	-9	16
- COC(=O)[C@@H]1CCCN1C(=O)c1ccc(OC2CCN(Cc3ccccn3)CC2)cc1
    20	-16	-17	-8	-5	-1	2	-40	-11	11	8
- Nc1nc(-c2ccco2)nn1C(=O)c1ccccc1Cl
    2	7	30	15	2	-1	-4	-13	12	2	20

Shown tab-delimited: entries from further up.
molecule	NR5A2 inv ag	Shn3 inh set2	TWEAK-Fn14 inh	NR2F2 inh	NCOA1 inh	LMP1 NFkB inh	KKLEB tox	TRAIL sens C8	TROY NFkB inh	NCOA3 inh	CF NFkB block
COc1cc(/C=N/N2CCN(Cc3ccc(C)cc3)CC2)cc(OC)c1O	21	-13	12	-2	-3	-1	-14	1	1	-3	-8
COC(=O)N(NC(=O)C(O)(c1ccccc1)c1ccccc1)c1ccccc1	21	-10	-15	-1	-3	-2	5	2	17	18	-48
CC(C)CC(=O)Nc1ccc2c(c1)nc(CCN1CCOCC1)n2C	-2	-18	-10	-8	4	5	-3	-6	-31	3	-10
CCNc1ccc(C(=O)NN=C2CCCC2)cc1[N+](=O)[O-]	6	19	-1	-6	-5	3	-2	-4	19	11	-18
O=[N+]([O-])C(C1CCS(=O)(=O)C1)C1CCS(=O)(=O)C1 (stereo not drawn)	16	-18	5	-16	12	-2	2	8	4	-2	-6
COc1ccc(CN2C(=O)c3cccc4cccc2c34)cc1F	6	15	0	-19	-12	-9	-2	-8	12	3	22
Cc1c(C(=O)Nc2cccc(F)c2)cnn1-c1ccccc1	-143	-45	0	-41	-117	-42	-11	24	-45	-100	3
Cc1ccc(CSc2nc3ccccc3c(=O)[nH]2)cc1	-20	-41	-16	-32	2	-8	-5	8	-42	-4	1
Cc1ccc(C(=O)NC2CCCc3ccccc32)cc1[N+](=O)[O-] (stereo not drawn)	4	7	-6	19	3	-4	2	28	-16	-9	16
COC(=O)[C@@H]1CCCN1C(=O)c1ccc(OC2CCN(Cc3ccccn3)CC2)cc1	20	-16	-17	-8	-5	-1	2	-40	-11	11	8
Nc1nc(-c2ccco2)nn1C(=O)c1ccccc1Cl	2	7	30	15	2	-1	-4	-13	12	2	20

(cont.)
Each structure is followed by: NR5A2 inv ag	Shn3 inh set2	TWEAK-Fn14 inh	NR2F2 inh	NCOA1 inh	LMP1 NFkB inh	KKLEB tox	TRAIL sens C8	TROY NFkB inh	NCOA3 inh	CF NFkB block
- Cc1ccc(NC(=O)c2ccc3c(c2)S(=O)(=O)c2ccccc2C3=O)cc1S(=O)(=O)N1CCOCC1
    9	18	8	-14	-13	4	-23	12	13	0	8
- COc1ccc2[nH]c(=O)c(CN(Cc3ccc4c(c3)OCO4)C(C)=O)cc2c1
    11	8	7	10	15	-3	-8	-3	21	9	-2
- CCOc1ccc(N(C)S(=O)(=O)c2cc(-c3cc(C)no3)ccc2C)cc1
    6	40	37	21	-14	12	-4	29	42	12	-20
- COc1cccc(/C=C2\SC(=O)N(CC(=O)NCCCn3ccnc3)C2=O)c1
    6	-11	-16	18	-17	-8	-1	25	1	1	0
- COc1cccc(NC(=O)c2ccc(NC(C)=O)cc2)c1
    -14	-29	9	-27	-26	-5	-6	0	-19	-21	-2
- COC(=O)c1ccc2c(c1)N(C)C(=O)CS2
    5	-2	-14	-28	0	3	5	-1	-1	13	-20
- COc1ccc(Cl)cc1NC(=O)CN(C)C(=O)Cc1ccc2c(c1)CCC2
    -10	14	-3	17	3	-3	0	-14	17	2	-19
- O=C(COC(=O)c1ccccc1SCC(=O)N1CCCC1)Nc1ccccc1C(F)(F)F
    -19	11	6	-19	7	-1	3	-16	9	8	-7
- O=C(c1cnn2c1NC(c1ccc(Br)cc1)CC2C(F)(F)F)N1CCN2CCCC2C1 (stereo not drawn)
    13	24	-11	15	6	-31	-16	2	0	0	9
- N#CC1=C(N)Oc2cc(N)ccc2C1c1ccc(F)cc1F (stereo not drawn)
    13	4	26	-24	-16	-1	-17	29	-64	9	15
- O=C(N/N=C/c1cccc([N+](=O)[O-])c1)c1cccs1
    -42	-48	-14	-26	-61	-12	7	-2	-29	-25	-12
- O=C(C1CCCCC1)N1CCC2CC1c1cc(N3CCCCC3)ccc12 (stereo not drawn)
    -16	37	5	-5	-2	-2	-9	-3	10	-32	-3
- CN(Cc1ccon1)Cc1cn(C)nc1-c1ccc(Oc2ccccc2)cc1
    -1	-4	-2	15	2	5	-5	-9	7	16	9
- COC(=O)C1CC2(C(=O)OC)CC(C(=O)OC)(CC(C(=O)OC)C2=O)C1=O (stereo not drawn)
    2	-20	-13	3	2	5	-7	-3	-8	-9	5
- CCN(Cc1ccncc1)C(=O)c1ccc(C)o1
    -11	-9	3	11	-15	1	-10	-17	-3	-1	13
- CCc1ccccc1NC(=S)N1CCN(c2ccccc2F)CC1
    11	-51	3	28	-1	6	4	-1	15	-5	0
- COc1ccc(NC(=O)[C@H](C)NC(=O)C2CCN(S(=O)(=O)c3ccc(OC)cc3)CC2)cc1
    23	-7	0	-32	4	0	8	1	-2	-1	-8
- Cc1ccc(NC(=O)c2cc(S(=O)(=O)N(C)C)ccc2N2CCCC2)cc1S(=O)(=O)N(C)C
    -29	14	-7	1	13	-4	-8	-4	7	-13	9
- CC1(C)Oc2ccc3ccc(=O)oc3c2C(N2CCCCC2)C1O (stereo not drawn)
    4	9	0	4	3	-2	-2	-4	-1	1	11
- O=C(Nc1ccccn1)NC1CCCCC1
    -11	-12	-6	-7	-21	84*	-3	11	-13	8	-4
- CCOc1ccc(N(CC(=O)NCc2ccccc2)S(=O)(=O)c2c(C)noc2C)cc1
    -8	-1	-16	14	-24	-9	6	-17	-11	16	5
- C[C@H](NC(=O)[C@H]1N2C(=O)c3ccccc3C2SC1(C)C)C(=O)N1CCN(C)CC1 (stereo partly drawn)
    -18	-10	-5	-6	5	7	-1	16	-19	10	-3
- O=C(Cn1sc2ccccc2c1=O)NC12CC3CC(CC(C3)C1)C2
    6	1	-30	.	-14	-8	-5	-7	-2	3	9
- COc1ccc(NC(=O)CN(C)CC(=O)N2CC(=O)Nc3ccccc32)cc1
    7	1	-6	-6	-10	-2	18	-11	1	-1	-12
- CCOC(=O)/C(C#N)=C1/SC(CC)C(=O)N1c1ccc(C)cc1 (stereo not drawn)
    9	10	9	14	-15	-4	4	-15	4	4	-2
- CCOc1ccc(/C=N/N2C(C)CCCC2C)cc1 (stereo not drawn)
    -4	-18	5	-13	-17	-5	6	1	-25	-13	1
- CC(C)CCNC(=O)CN1C(=O)NC(c2ccccc2)(c2ccccc2)C1=O
    -18	6	-12	-8	-6	-2	12	-4	4	-4	0
- CCOCc1cnc(C)nc1NCC(=O)c1c(C)[nH]c2cc(C)ccc12
    -11	-11	0	7	6	0	6	-32	-5	9	-4
- Cc1ccc(NC(=O)C(c2ccccc2)N2CCN(CC(=O)NC3CC3)CC2)cc1Cl (stereo not drawn)
    2	3	-7	9	-5	8	-20	7	-25	6	9
- CN(C)c1nc(N(C)C)n(Cc2c(Cl)cccc2Cl)n1
    -14	2	9	-18	-7	1	-6	2	16	5	3
- Cc1ccc(C)c(OCCC(=O)OCC(=O)Nc2cc(S(=O)(=O)N3CCCCC3)ccc2C)c1
    -5	-11	-3	13	-7	4	6	-6	-6	-7	2

Only part of the results is shown. The share of hits here may be higher or lower than overall.
